# Screens from PubChem BioAssay.
# HT1080 IDH1KD tx = kills HT-1080 cells with IDH1 knockdown; Potency, µM (series often up to 46.1 µM), without a hit: at the top dose activity, negative = toxicity, actives largely listed as cytotoxic; hit rate 2% among 360,000; HT-1080 IDH1 knockdown viability, ATP luminescence, 48 h; AID 686971;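 further: potency means the concentration at half of the fitted maximal effect; 0% = DMSO wells and -100% = cell-free medium wells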
#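 Cytotoxicity counter-line: IDH1KD HT-1080, 48 h, CellTiter-Glo. Curves classed by r2, magnitude and activity.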
# KB-V1 MDR tox = KB-V1 MDR subline cytotoxicity | Potency, µM (top dose mostly 46.1 µM), without a hit: at the top dose activity change, negative = cytotoxicity, hits mostly cytotoxic | hit rate 3.4% among 400,000 | AID 1347076 | KB-V1 MDR cells viability, CellTiter-Glo, 72 h; further: potency means the concentration at half of the fitted maximal effect; on the % scale 0 is the no-effect control and ±100 the full control effect; nearly all actives have a fitted effect of over 60% in size
#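 Cytotoxicity via CellTiter-Glo luminescence after 72 h compound exposure at 37 degrees C. Cells: drug-selected KB-V1 line, DMEM phenol-red free plus 10% FBS. Compounds tested at multiple concentrations; normalized data fitted to concentration-effect curves.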
# SW480 rereplic = induces DNA re-replication in SW480 colon adenocarcinoma cells | SW480 DNA re-replication, Hoechst DNA content imaging, 48 h | Potency, µM (series often up to 46.1 µM), for inactives: top-dose re-replication activation, actives largely listed as activators | hit rate 1.8% among 340,000 | AID 624297; further: potency means the concentration at half of the fitted maximal effect; % of control where 0% means no effect; nearly all actives have a fitted effect of over 55% in size
#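 Hoechst fluorescence of nuclei (405 nm excitation, 500-530 nm emission) measured by plate-scanning imager after 48 hr compound exposure at 37 C; re-replication scored as increased number of nuclei with elevated intensity.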
# S2 tox = cell viability loss in ATXN counter-screen; hit rate 0.49% among 400,000; S2 cells (HEK-293 line with an ATXN2-luciferase reporter) viability, CellTiter-Fluor protease fluorescence, 24 h; AID 651635; Potency, µM (titrated, usually from 56.7 µM), actives largely listed as cytotoxic; further: potency means the concentration at half of the fitted maximal effect; nearly all actives have a fitted effect of over 40% in size
# ATXN2 expr inh = reduces ATXN2 reporter expression in HEK-293 cells. HEK-293 ATXN2-luciferase reporter, luminescence, 24 h. AID 1745845. hit rate 0.72% among 360,000. Potency, µM (highest dose often 57 µM), without a hit: at the highest dose activity change, negative = inhibition, usual class: inhibitors; further: potency means the concentration at half of the fitted maximal effect; on the % scale 0 is the no-effect control and ±100 the full control effect; nearly all actives have a fitted effect of over 55% in size
#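 qHTS (up to 57 uM final) was run with 24 h compound exposure of reporter cells at 37 °C. Each well was multiplexed: SteadyGlo luminescence measured ATXN2-luciferase expression after a fluorogenic Gly-Phe-AFC viability readout (25 uM final).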
# KB-3-1 tox = kills parental KB-3-1 adenocarcinoma cells; KB-3-1 viability, CellTiter-Glo ATP luminescence, 72 h; Potency, µM (highest dose often 46.1 µM), for the others: at the highest dose activity change, negative = cytotoxic, hits mostly cytotoxic; hit rate 1.4% among 400,000; AID 1347075; further: potency means the concentration at half of the fitted maximal effect; on the % scale 0 is the no-effect control and ±100 the full control effect; nearly all actives have a fitted effect of over 60% in size
#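 Viability of parental KB-3-1 cells, measured by CellTiter-Glo luminescence, followed a 72 h incubation at 37 °C with pinned compounds in phenol-red-free DMEM containing 10% FBS.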
# HT1080NT lethal = kills 2HG-producing HT-1080-NT fibrosarcoma cells. HT-1080-NT fibrosarcoma viability, CellTiter-Glo ATP luminescence, 48 h. Potency, µM (top dose mostly 46.1 µM), without a hit: at the top dose activity, negative = less viability, actives largely listed as cytotoxic. hit rate 1.6% among 360,000;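 further: NT is the 2HG producing partner of a matched IDH1 knockdown line; potency means the concentration at half of the fitted maximal effect; 0% = DMSO-treated cells and -100% = media-only wells without cells; nearly all actives have a fitted effect of over 55% in size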
#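 HT-1080-NT fibrosarcoma cells (2HG-overproducing), 750 cells/well in RPMI with 5% FBS, dosed after 2 h and incubated 48 h at 37C. CellTiter-Glo luminescence normalized to DMSO and no-cell wells; concentration-response curves fitted and classed.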
# MCF10A rerep = induces DNA re-replication in MCF 10a normal breast cells; MCF 10A DNA re-replication, Hoechst nuclear intensity, 48 h; Potency, µM (titrated, usually from 46.1 µM), for inactives: at the highest dose activity, positive = re-replication, most hits filed as activators; hit rate 2.9% among 350,000; AID 624296; further: potency means the concentration at half of the fitted maximal effect; % of control where 0% means no effect; nearly all actives have a fitted effect of over 50% in size
# IL-1B inflam inh = inflammasome signaling inhibition, IL-1 beta readout; THP-1 LPS/ATP IL-1B secretion, AlphaLISA, 16 h; hits give low values; activity change, % at 57.5 µM; hit rate 4.7% among 360,000; in the data active means activity change below about -50%; inconclusive means mostly about -30% to -49%; further: on the % scale 0 is the no-effect control and ±100 the full control effect
#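 Secreted IL-1B measured by AlphaLISA bead assay after 16 h compound exposure of THP-1 cells; compounds (final up to 57.5 uM) added 1 h before LPS (250 ng/mL) and ATP (1.25 mM) stimulation; lower signal means less secretion.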
# Numbers without * were called inactive; i = inactive; ? = inconclusive; nt = no result given; [ ] = another dose, or the depositor's remark. Unless noted, the call rests on the fitted dose curve; in most records, active means well fitted curve in the direction sought with a large enough effect; inconclusive means small, poorly fitted or top-dose-only effect, or another doubt; inactive means no such curve, though single readings can be large; an effect the other way counts as inactive or inconclusive.
Compound	HT1080 IDH1KD tx	KB-V1 MDR tox	SW480 rereplic	S2 tox	ATXN2 expr inh	KB-3-1 tox	HT1080NT lethal	MCF10A rerep	IL-1B inflam inh
COc1ccc(C2=C(c3ccc([N+](=O)[O-])cc3)C(=O)OC2)cc1	-1%	4%	3%	i	nt	-10%	-2%	-4%	0
CCNC(=S)Nc1ccc(Cl)c([N+](=O)[O-])c1	-9%	?	15%	i	-18%	-4%	-5%	?	-89*
Cc1nc(NC(=O)CSc2nc3ccccc3s2)sc1C(=O)N(C)C	-2%	nt	13%	i	8%	nt	-2%	6%	15
CCC(CC)c1nnc(NC(=O)c2c(-c3ccccc3)noc2C)s1	3%	-17%	0%	i	-5%	4%	6%	?	18
O=C(/C=C/Nc1ccc(S(=O)(=O)Nc2ncccn2)cc1)c1cccs1	9%	-15%	-5%	i	24%	3%	13%	19%	41
CCN(CC)S(=O)(=O)c1ccc2[nH]c(=O)cc(C(=O)Nc3ccc(C)cc3)c2c1	?	-14%	7%	i	-17%	27%	?	-1%	5
Cc1ccc(C(=O)Cn2nnc3c(sc4nc5c(c(-c6ccccc6)c43)CCC5)c2=O)cc1	11%	3%	-1%	i	-4%	-2%	11%	19%	0
O=C(CN1c2cccc3cccc(c23)S1(=O)=O)N1CCOCC1	7%	14%	-2%	i	12%	6%	-1%[9.24 µM]	-3%	-7
O=C(COC(=O)/C=C/c1ccc(C(F)(F)F)cc1)NCC1CCCCC1	14%	12%	-4%	i	10%	2%	12%	-1%	6
O=C(Nc1ccc(Cl)cc1)C1Cc2c(-c3ccccc3)ccnc2O1 (centres undefined)	-25%	-1%	nt	i	-23%	0%	-16%	nt	-79*
CCOC(=O)CN(C(=O)COc1nc(C)cc(C)c1C#N)c1ccc(F)cc1	2%	-4%	-5%	i	-14%	?	1%	5%	-24
Cc1ccc(C(=O)N2CCN(c3ccc(F)cc3)CC2)cc1S(=O)(=O)N1CCCCC1	-18%	?	1%	i	-16%	?	?	2%	0
CN(C)/C=C/C(=O)c1ccccc1	3%	-25%	-19%	i	nt	1%	9%	-1%	-3
COc1ccc(OC)c(NC(=O)c2c(NC(=O)CCC(=O)O)sc3c2CCCCC3)c1	-4%	2%	-695%[inhibitor]	i	3%	0%	2%	14%	-12
CCCCCCCC(=O)Nc1ccc(S(=O)(=O)Nc2nccs2)cc1	14%	9%	4%	i	-16%	20%	7%	15%	10
CCCCN(C(=O)CSCc1c(C)noc1C)c1c(N)n(CCCC)c(=O)[nH]c1=O	11%	15%	-6%	i	1%	7%	13%	-3%	13
CCn1cc(C2=NOC(C(=O)Nc3cc(C)nn3-c3ccccc3)C2)c(C)n1 (centres undefined)	9%	-4%	-3%	i	8%	3%	2%	2%	21
O=c1sc2ccccc2n1COc1ccc(Cl)cc1	-15%	-3%	-11%	i	58%[activator]	-11%	-5%	13%	17
Cc1ccc2cccc(OCC(=O)Nc3ccc(N4CCOCC4)cc3)c2n1	?	-22%	?	i	nt	-14%	-3%	?	-4
CC(=O)c1cc(F)c(N2CCN(C(=O)C(C)(C)C)CC2)cc1C	11%	-16%	0%	i	-4%	20%	11%	-2%	-3
Cc1c(C)n(-c2ccc(Cl)cc2)c2ncnc(N)c12	-4%	-19%	2%	i	5%	30%	-6%	17%	-17
CN(C)[C@H]1CCN([C@H]2CS(=O)(=O)N[C@@H]2COCc2ccccc2)C1	17%	18%	nt	i	5%	0%	24%	nt	-1
COc1ccc(C2c3[nH]c4ccccc4c3C[C@H]3C(=O)N(CCCO)CC(=O)N23)c(OC)c1 (some centres undefined)	0%	-3%	-20%	i	nt	-6%	-4%	12%	-19
CN(C)c1nnnn1-c1ccccc1Oc1ncc(C(F)(F)F)cc1Cl	13%	0%	1%	i	0%	1%	11%	16%	7
CSc1ccccc1OCc1cc(C(=O)N(C)Cc2ccncn2)no1	-1%	nt	8%	i	76%[activator]	nt	-7%	-4%	2

# Reprinted at random: 2 records from the list
Compound	HT1080 IDH1KD tx	KB-V1 MDR tox	SW480 rereplic	S2 tox	ATXN2 expr inh	KB-3-1 tox	HT1080NT lethal	MCF10A rerep	IL-1B inflam inh
CN(C)/C=C/C(=O)c1ccccc1	3%	-25%	-19%	i	nt	1%	9%	-1%	-3
Cc1ccc(C(=O)Cn2nnc3c(sc4nc5c(c(-c6ccccc6)c43)CCC5)c2=O)cc1	11%	3%	-1%	i	-4%	-2%	11%	19%	0

# (further entries)
Compound	HT1080 IDH1KD tx	KB-V1 MDR tox	SW480 rereplic	S2 tox	ATXN2 expr inh	KB-3-1 tox	HT1080NT lethal	MCF10A rerep	IL-1B inflam inh
CCOC(=O)N1CCN(C(=O)CSCc2nc(-c3ccccc3C)oc2C)CC1	-1%	18µM*	-4%	i	-10%	-18%	5%	6%	4
CCO[C@H]1OC(C(=O)O)=C[C@@H](c2coc3ccccc3c2=O)[C@@H]1CCCO	9%	21%	-48%[inhibitor]	i	4%	0%	12%	-1%	9
COC(=O)[C@H](CCSC)NC(=O)Nc1cc(C)ccc1C	16%	14%	1%	i	14%	13%	19%	-3%	1
CCCCNC(=O)CSc1nc(COc2ccccc2)nc2ccccc12	-1%	-4%	-1%	i	-11%	6%	-6%	-15%	-99*
COC(=O)Cc1c(O)ccn(C2CC2)c1=O	4%	-3%	-3%	i	1%	0%	2%	0%	-28
Cn1c(=O)c2c(nc(CN3CCN(C(c4ccccc4)c4ccccc4)CC3)n2CC(N)=O)n(C)c1=O	7%	-25%	-4%	i	1%	-5%	-14%	-5%	15
COc1ccccc1-n1cc(-c2ccccc2)[nH]c1=S	10%	4%	?	?	nt	0%	10%	-7%	-3
COc1ccc(NC(=O)CSc2nnc(C3CCCCC3)o2)c(OC)c1	6%	5%	1%	i	7%	8%	0%	0%	5
O=c1[nH]c(/C(=N\O)c2ccccc2)no1	-4%	12%	-1%	i	-21%	21%	-6%	6%	-17
CCN(CC)S(=O)(=O)c1cccc(-c2nnc(SC(C)C#N)n2Cc2ccccc2)c1 (centres undefined)	-9%[9.24 µM]	?	15%	i	-1%	-3%	-15%	?	-19
CONc1nc2nonc2nc1NOC	-2%	11%	-4%	i	nt	5%	0%	2%	12
COc1ccc(NC(=O)C2CCCN(S(C)(=O)=O)C2)cc1OC (centres undefined)	0%	11%	-4%	i	nt	-1%	6%	-7%	3
CCC1CCCCN1C1Sc2ccc(C(=O)OC)cc2NC1=O (centres undefined)	0%	-19%	-5%	i	-19%	-11%	10%	30%	15
COC(=O)C(Nc1nccs1)(OC)C(F)(F)F (centres undefined)	-6%	16%	-2%	i	0%	-2%	1%	-1%	-8
CSc1oc(-c2ccco2)nc1S(=O)(=O)c1ccc(F)cc1	-12%	16%	-23%	i	10%	5%	-2%	-1%	29
O=C(CSc1nc2c(oc3ccccc32)c(=O)n1Cc1ccco1)Nc1ccccc1Cl	nt	2%	nt	i	4%	6%	nt	nt	nt
CCOC(=O)[C@H]1[C@H]2COc3ccc(OC)cc3[C@@H]2N2C(=O)CN(CCc3c[nH]c4ccccc34)C(=O)[C@@]12C	11%	0%	?	i	7%	16%	0%	27%	0
COc1ccc(-c2cc(C(=O)Nc3ccc(O)cc3)c3ccccc3n2)cc1OC	-29%	-14%	4%	i	15%	-11%	?	0%	-25
CCc1ccc(CN(C(=O)c2nc(SC)ncc2Cl)C2CCS(=O)(=O)C2)cc1 (centres undefined)	nt	-20%	nt	i	6%	0%	nt	nt	nt
CCOC(=O)C1CCCN(CCC(=O)Nc2cccc(Cl)c2C)C1 (centres undefined)	-2%	0%	5%	i	28%	0%	-13%	4%	-11
CCOc1ccc(NC(=O)Nc2ccccc2C(N)=O)cc1	26%	-3%	4%	i	-3%	-1%	21%	-3%	-4
CCc1ccc(OCC(=O)N2CCN(c3ccccc3F)CC2)cc1	1%	5%	-14%	i	0%	-4%	8%	-1%	-6
CCC1(CC)NC(=O)NC1=O	9%	11%	-3%	?	3%	0%	14%	-3%	18
Cc1nc2cc(NC(=O)Nc3cccc([N+](=O)[O-])c3)ccc2n1C	0%	-2%	-4%[9.22 µM]	i	83%	-17%	5%	60%	-14
CC(=O)N/C(=C/c1ccccc1)c1ccccc1	10%	0%	?	i	1%	0%	11%	-1%	-1
Cn1nnnc1SCC(=O)N1CCc2ccccc21	-1%	?	-10%	i	25%	7%	-1%	3%	3
O=C(NCc1cc(C(F)(F)F)cc(C(F)(F)F)c1)C1CC(c2ccccc2[N+](=O)[O-])=NO1 (centres undefined)	-3%	-8%	-1%	i	-12%	-4%	1%	22%	-14
O=c1[nH]c(Cc2ccccc2)nc2ccccc12	-18%	-2%	-4%	i	7%	22%	-9%	-5%	6
COc1ccc(C(C(=O)NC(C)(C)C)N(CCc2ccccc2)C(=O)CCC(=O)Nc2cc(C)on2)cc1 (centres undefined)	-8%	?	4%	i	-5%	-5%	-5%	4%	-57*
OCC1(Cc2ccc(Cl)cc2)CCN(Cc2ccccc2F)CC1	?	-6%	-9%	i	-35%	?	?	12%	-26
CCCCN=C(Nc1ccc(Cl)cc1)c1cccnc1	-1%	0%	-4%	nt	nt	-2%	-1%	0%	-7
COc1ccc(C)cc1NC(=O)c1ccc2c(c1)CCN2S(=O)(=O)c1ccc(Cl)cc1	nt	17%	nt	i	-14%	-5%	nt	nt	nt
Cc1ccc(Cl)c(N/C=C/C(=O)c2ccccc2)c1	0%	18%	-6%	i	nt	-4%	2%	14%	31
O=C(NC1c2ccccc2Oc2ccccc21)c1ccc([N+](=O)[O-])cc1	-7%	-13%	30%	i	-5%	-7%	0%	26%	-13
O=C(Nc1cccnc1)C1CCN(S(=O)(=O)c2ccc(Cl)cc2)CC1	1%	nt	-5%	i	8%	nt	-1%	-1%	18
